High-throughput results deposited in PubChem BioAssay by several laboratories.
MITF act: increases MITF-driven TRPM1 promoter luciferase signal; SK-MEL-5 TRPM1-promoter luciferase, 24 h; % of positive control, neutral wells = 0; activation, % at 12.5 µM; hit rate 0.75% among 300,000; AID 588334;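 active = mean activation of at least 80% with every replicate also reaching 80%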;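 note: 0% = neutral control wells and 100% = parthenolide positive control wells; values of inactives mirror those of a sister screen read the other way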
SR-BI HDL uptake: inhibitors of mouse SR-BI mediated HDL lipid uptake; Q61009; hit rate 0.96% among 320,000; inhibition, % at 12.5 µM; ldlA[mSR-BI] CHO cells, DiI-HDL uptake fluorescence, 3 h;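 active = mean replicate inhibition of at least 70% and a set share of replicates each scoring 70 or more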;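 note: 0% = median of neutral control wells and 100% = median of positive control wells; values of inactives mirror those of a sister screen read the other way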
Target sequence (Q61009 whole entry, looked up): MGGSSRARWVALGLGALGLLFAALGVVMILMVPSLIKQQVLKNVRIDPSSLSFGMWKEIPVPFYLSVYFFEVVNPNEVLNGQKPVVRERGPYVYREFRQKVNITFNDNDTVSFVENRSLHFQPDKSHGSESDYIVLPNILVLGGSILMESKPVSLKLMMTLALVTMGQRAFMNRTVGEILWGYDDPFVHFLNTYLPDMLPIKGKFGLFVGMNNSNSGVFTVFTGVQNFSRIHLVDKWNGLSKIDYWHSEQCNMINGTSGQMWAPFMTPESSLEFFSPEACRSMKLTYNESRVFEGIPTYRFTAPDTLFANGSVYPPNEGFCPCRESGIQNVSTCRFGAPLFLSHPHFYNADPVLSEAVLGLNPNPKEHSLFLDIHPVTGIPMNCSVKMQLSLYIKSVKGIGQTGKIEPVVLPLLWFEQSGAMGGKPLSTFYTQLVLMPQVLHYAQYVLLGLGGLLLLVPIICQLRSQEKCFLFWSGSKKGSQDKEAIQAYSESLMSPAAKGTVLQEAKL
dFosB act: enhances mouse delta FosB homodimer DNA binding | hit rate 0.99% among 340,000 | activation, % at 25 µM | purified delta FosB, TAMRA-CDK5 oligo fluorescence polarization; percent of positive-control signal above neutral wells;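 active = mean activation above about 17%, with every replicate also reaching it, limit read from the data, passing the limit was not always enough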;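 note: fluorescence polarization rise as delta FosB binds a TAMRA Cdk5 AP-1 oligo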
NSD2 inh: blocks human histone methyltransferase NSD2; NSD2 peptide methylation, AlphaScreen, 120 min; inhibition, % at 12.5 µM; hit rate 0.54% among 310,000; AID 743445; in the data active = inhibition above about 50%
HTR5A inv ctr: counter-screen for OPRM1-OPRD1 inverse agonists: human HTR5A inverse agonism | P47898 | HTR5A cell line, luminescence | inhibition, % at 9.3 µM | hit rate 0.083% among 340,000 | AID 504634; in the data active = inhibition mostly above about 23%, no sharp cut-off; inactive = mostly below about 18%;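 note: 0% = cells with DMSO and 100% = no-cell wells with DMSO; some compounds called inactive have numbers as strong as hits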
Target sequence (P47898 whole entry, looked up): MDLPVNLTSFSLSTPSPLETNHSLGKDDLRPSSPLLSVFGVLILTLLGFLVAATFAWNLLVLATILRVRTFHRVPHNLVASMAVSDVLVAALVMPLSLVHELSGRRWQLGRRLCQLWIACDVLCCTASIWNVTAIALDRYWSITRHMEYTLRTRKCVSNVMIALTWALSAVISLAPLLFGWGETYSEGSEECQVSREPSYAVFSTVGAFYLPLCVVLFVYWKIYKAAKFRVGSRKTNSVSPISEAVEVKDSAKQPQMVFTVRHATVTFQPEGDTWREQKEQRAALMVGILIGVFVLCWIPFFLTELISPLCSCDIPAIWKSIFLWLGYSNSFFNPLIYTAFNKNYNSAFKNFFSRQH
Wnt act: activates Wnt/beta-catenin signaling in a reporter cell assay; activator, plate reader; activation, % at 9.35 µM; AID 743398; hit rate 1.2% among 300,000; in the data active = activation above about 30%, passing the limit was not always enough;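 note: 0% = neutral control wells and 100% = positive control wells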
V-ATPase pHluor: yeast V-ATPase proton transport regulation by pHLuorin. response, % at 10 µM. S. cerevisiae, pHLuorin cytosolic pH fluorescence. hit rate 0.37% among 350,000. AID 504577; in the data active = response mostly above about 7.3%, no sharp cut-off; inactive = mostly below about 5.4%; note: actives read high; inactives centre near 0; some compounds called inactive have numbers as strong as hits; reference of the scale not given here
HTR5A ag: HTR5A agonism, opioid heterodimer counter-screen; P47898; HTR5A agonist assay, luminescence, cell-based; activation, % at 9.3 µM; hit rate 0.61% among 340,000; in the data active = activation mostly above about 9.5%, no sharp cut-off; inactive = mostly below about 7.6%;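 note: 0% = cells with vehicle only and 100% = reference agonist; strong numbers were not always called active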
PvdQ inh: blocks Pseudomonas aeruginosa PvdQ acylase activity. AID 488965. hit rate 0.063% among 340,000. purified PvdQ acylase, fluorescence plate reader. inhibition, % at 10 µM; in the data active = inhibition above about 30%, passing the limit was not always enough;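 note: 0% = vehicle neutral wells and 100% = reference inhibitor wells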
CDK5 inh: CDK5/p35 (human) kinase inhibition | Recombinant CDK5/p35, ADP-Glo luminescence, 60 min | hit rate 0.01% among 330,000 | AID 488839 | Q00535+Q15078 | inhibition, % at 10 µM;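 active = highest replicate inhibition of at least 50% and at least 75% of replicates reaching 50%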;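 note: plate controls were DMSO neutral control for no effect and GW8510 at 10 µM for full effect; many of its hits are not listed in these tables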
Active calls of the source: *; · = no result given.

No.	smiles	MITF act	SR-BI HDL uptake	dFosB act	NSD2 inh	HTR5A inv ctr	Wnt act	V-ATPase pHluor	HTR5A ag	PvdQ inh	CDK5 inh
1	Cc1ccc(-c2nc(CS(=O)CC(=O)NCc3ccc(Cl)cc3)c(C)o2)cc1 (stereo not given)	·	-7	-2	·	1	-4	-6	1	-3	-0.7
2	CCOc1cc(C2Nc3cccc4cccc(c34)N2)ccc1O	-6	49	32*	·	-16	·	1	1	-3	0.1
3	O=C(Cn1cc([N+](=O)[O-])cn1)Nc1nc2ccccc2s1	-4	-33	2	·	-6	3	3	-1	-3	2.1
4	CN(c1ccccc1)c1nc(N)c([N+](=O)[O-])c(N2CCOCC2)n1	21	19	2	2	-12	2	0	1	-10	0.7
5	CCOc1cc(/C=C(/NC(C)=O)C(=O)O)cc(Cl)c1OCc1cccc(Br)c1	8	4	3	12	-8	0	1	3	-19	0.9
6	O=Nc1c(O)n(Cc2cccc(Cl)c2)c2ccccc12	·	-19	-4	3	-27	2	0	9	-50	0.3
7	CCCn1ccnc1SC(C)C(=O)Nc1c(C)n(C)n(-c2ccccc2)c1=O (stereo not given)	-8	-11	1	0	-5	-2	-2	2	-11	2.2
8	O=C(O)C1C2C=CC(C2)C1C(=O)NCc1cccc(Cl)c1 (stereo not given)	-9	-16	-2	2	3	-1	-2	-1	-2	0.7
9	CN(C)c1cc(-c2ccc(Cl)cc2Cl)oc(=O)c1Cl	·	17	10	2	-21	5	4	-2	14	5.0
10	CCOC(=O)[C@@H]1[C@H]2COc3ccc(Br)cc3[C@@H]2N2C(=O)N(c3ccc(C)cc3)C(=O)[C@@]12C	4	5	-2	·	1	2	2	-4	1	-2.0
11	CN(CCO)C(=O)C(c1ccccc1)c1ccccc1	4	-9	3	-2	-6	0	1	0	6	0.1
12	O=C(N/N=C/c1cccc2ccccc12)c1ccncc1	-11	22	-21	2	1	0	-3	5	-10	-1.1
13	CCCCC(=O)NCCc1cc2ccc(OC)cc2[nH]c1=O	·	0	-7	0	-11	-1	1	6	8	1.9
14	COC(=O)C(Cc1c[nH]c2ccccc12)NC(=O)c1ccccc1Br (stereo not given)	·	-12	3	0	5	16	-1	-2	-3	0.6
15	COc1cc(CCC(=O)OCC(=O)NCc2ccc(Cl)cc2)cc(OC)c1OC	19	8	0	2	8	-3	6	-3	2	3.1
16	COc1ccc(CCNC(=O)Cc2ccsc2)cc1	-7	-12	-3	-1	0	10	0	0	-13	-1.2
17	CCc1ccc(OC2=NS(=O)(=O)c3ccccc32)cc1	13	-6	0	-1	-8	-1	-1	0	5	0.2
18	Cn1cc(CNC(=O)c2cc(-c3ccccc3)nc3ccc(Br)cc23)cn1	7	41	-8	-2	18	·	-3	0	-12	0.8
19	Nc1c(N(CCC2=CCCCC2)C(=O)c2ccccc2F)c(=O)[nH]c(=O)n1Cc1ccccc1	-2	-3	4	-2	7	2	-8	0	-2	0.4
20	O=S1(=O)N=C2CCCCCN2C(c2ccc(Cl)cc2)N1 (stereo not given)	0	2	-2	-3	0	0	-1	-5	-9	-0.3
21	COc1ccc(NC(=O)Nc2ccon2)cc1OC	12	5	4	·	0	0	0	2	-16	1.5
22	O=C(NCC1CCCO1)c1ccc2ccccc2n1 (stereo not given)	·	11	-4	-1	4	0	-1	4	-8	0.7
23	O=C(COC(=O)CSc1ccc([N+](=O)[O-])cc1)NC1CCCCCCC1	3	-14	-9	0	-12	0	-6	4	6	1.7
24	CCOC(=O)CSc1ncnc2c1cnn2-c1ccc(C)cc1C	-9	20	-9	-5	-19	0	2	-1	9	1.3
25	COC(=O)c1cc2c(s1)-c1ccccc1CC2	36	33	4	-1	-16	3	0	7	-1	2.2
26	O=c1[nH]c2cc([N+](=O)[O-])ccc2c2ccccc12	9	5	2	0	-8	1	1	2	0	2.7
27	CC(=O)NC1(C(F)(F)F)NC(=O)N(C2CCCCC2)C1=O (stereo not given)	-11	-4	-1	1	-7	-5	2	-2	-12	2.2
28	CCOC(=O)C1CCN(c2cc3c(cc2NC(=O)c2ccccc2F)n(C)c(=O)n3C)CC1	-13	-9	-3	·	7	-5	-5	3	5	1.9
29	C/C(=N\NC(=O)CN1CCN(Cc2ccccc2)CC1)c1cccs1	·	-3	1	1	0	-5	2	2	-15	-0.5
30	COc1ccc(OCc2nnc(SCC(=O)Nc3nnc(C4CC4)s3)n2C)cc1	-11	-7	-7	2	-6	0	0	2	-13	0.6

[31] O=C(Cc1cccs1)Nc1nnc(C2CC2)s1
[32] CC1S/C(=N/N=C/c2cccs2)NC1=O (stereo not given)
[33] Cc1c(OCC(=O)NCc2cccnc2)ccc2c3c(c(=O)oc12)CCC3
[34] Cc1ccc(Cc2nc3ccccc3[nH]2)cc1
[35] CCOC(=O)C1=C(C)NC(=O)NC1c1ccc(OC)c(Cl)c1 (stereo not given)

Assay by compound,31,32,33,34,35
MITF act,11,-8,5,·,8
SR-BI HDL uptake,-7,-19,3,-10,20
dFosB act,-6,-2,-9,-8,2
NSD2 inh,4,-3,-3,-1,-1
HTR5A inv ctr,-1,2,13,-9,15
Wnt act,1,·,-1,3,1
V-ATPase pHluor,2,-1,2,1,-2
HTR5A ag,0,0,2,3,2
PvdQ inh,-11,-20,-16,-10,-5
CDK5 inh,1.4,-5.7,0.6,-0.1,-0.6

[36] Cc1cc(=O)oc2cc(OCC(O)CN3CCN(c4ccccc4)CC3)ccc12 (stereo not given)
[37] CCOC(=O)C1CCN(c2c(NCCCN(CC)Cc3ccccc3)c(=O)c2=O)CC1
[38] CC(=O)N1c2ccc(S(=O)(=O)N3CCCCC3)cc2CC1C(=O)NCc1cccc(Cl)c1 (stereo not given)
[39] Cc1ccc(NC(=O)NCc2ccccn2)c(C)c1
[40] CC(=O)Nc1ccc(C(=O)CSc2nnc(C)o2)cc1

Assay by compound,36,37,38,39,40
MITF act,1,-2,5,3,·
SR-BI HDL uptake,9,10,16,-33,5
dFosB act,-5,-4,-9,-3,-3
NSD2 inh,2,4,42,-2,-1
HTR5A inv ctr,-37,-7,1,-5,0
Wnt act,0,·,0,1,·
V-ATPase pHluor,-1,2,-2,5,-2
HTR5A ag,4,6,2,4,-5
PvdQ inh,9,-11,1,-17,9
CDK5 inh,-0.1,-1.5,-0.6,0.0,0.0

By substructure: the entries above containing two or more sulfur atoms.
[30] COc1ccc(OCc2nnc(SCC(=O)Nc3nnc(C4CC4)s3)n2C)cc1
[31] O=C(Cc1cccs1)Nc1nnc(C2CC2)s1
[32] CC1S/C(=N/N=C/c2cccs2)NC1=O (stereo not given)

Assay by compound,30,31,32
MITF act,-11,11,-8
SR-BI HDL uptake,-7,-7,-19
dFosB act,-7,-6,-2
NSD2 inh,2,4,-3
HTR5A inv ctr,-6,-1,2
Wnt act,0,1,·
V-ATPase pHluor,0,2,-1
HTR5A ag,2,0,0
PvdQ inh,-13,-11,-20
CDK5 inh,0.6,1.4,-5.7

Single records, from the list above:
CCOC(=O)C1CCN(c2c(NCCCN(CC)Cc3ccccc3)c(=O)c2=O)CC1 across the screens: MITF act: -2; SR-BI HDL uptake: 10; dFosB act: -4; NSD2 inh: 4; HTR5A inv ctr: -7; Wnt act: ·; V-ATPase pHluor: 2; HTR5A ag: 6; PvdQ inh: -11; CDK5 inh: -1.5
Cc1cc(=O)oc2cc(OCC(O)CN3CCN(c4ccccc4)CC3)ccc12 (stereo not given) across the screens: MITF act: 1; SR-BI HDL uptake: 9; dFosB act: -5; NSD2 inh: 2; HTR5A inv ctr: -37; Wnt act: 0; V-ATPase pHluor: -1; HTR5A ag: 4; PvdQ inh: 9; CDK5 inh: -0.1

Some of the entries above, reformatted:
40. CC(=O)Nc1ccc(C(=O)CSc2nnc(C)o2)cc1
- MITF act: ·
- SR-BI HDL uptake: 5
- dFosB act: -3
- NSD2 inh: -1
- HTR5A inv ctr: 0
- Wnt act: ·
- V-ATPase pHluor: -2
- HTR5A ag: -5
- PvdQ inh: 9
- CDK5 inh: 0.0
37. CCOC(=O)C1CCN(c2c(NCCCN(CC)Cc3ccccc3)c(=O)c2=O)CC1
- MITF act: -2
- SR-BI HDL uptake: 10
- dFosB act: -4
- NSD2 inh: 4
- HTR5A inv ctr: -7
- Wnt act: ·
- V-ATPase pHluor: 2
- HTR5A ag: 6
- PvdQ inh: -11
- CDK5 inh: -1.5

Remaining list, next part.
[41] Cc1ccc(O)c(Sc2cc(C)ccc2O)c1
[42] Cc1cccc(C)c1N1CCN(c2n[nH]c(N)n2)CC1
[43] Cc1c(Cl)cccc1NC(=O)c1cc(C2CC2)on1
[44] Cc1ccc(NC(=O)C(C)N=C2NS(=O)(=O)c3ccccc32)cc1F (stereo not given)
[45] O=C(O)c1ccccc1Nc1cc(Cl)c2nonc2c1[N+](=O)[O-]

Assay by compound,41,42,43,44,45
MITF act,-15,14,44,32,-9
SR-BI HDL uptake,·,-4,4,16,10
dFosB act,-8,-7,-4,0,-6
NSD2 inh,10,-1,·,-5,45
HTR5A inv ctr,10,-1,-4,3,11
Wnt act,-1,-2,7,20,0
V-ATPase pHluor,-3,-2,-3,-2,0
HTR5A ag,-4,0,1,-1,-1
PvdQ inh,4,-9,7,-7,-9
CDK5 inh,-0.3,-1.4,-1.0,-1.2,2.3

[46] Cc1cccc(NS(=O)(=O)c2cccc(C(=O)N3CC(C)OC(C)C3)c2)c1 (stereo not given)
[47] NC(=NCc1ccco1)NC(=O)c1ccccc1
[48] CN1C=CC(=O)[C@@H](O)[C@H]1c1ccccc1Br
[49] CCOC(=O)c1c(C)[nH]c(C)c1S(=O)(=O)NCC1CCN(Cc2ccccc2F)CC1
[50] CN(C)C=Nc1nonc1-c1ccc(Cl)cc1
[51] Cc1noc(C)c1C(=O)OCC(=O)N(C)C1(C#N)CCCCC1
[52] CC(=O)N1c2ccccc2C2(O)N=C(C)SC12 (stereo not given)

Assay by compound,46,47,48,49,50,51,52
MITF act,4,11,4,-5,0,11,-3
SR-BI HDL uptake,-13,-10,10,-19,13,-19,-16
dFosB act,-7,1,-6,-8,-6,6,1
NSD2 inh,-1,4,·,6,-6,-3,·
HTR5A inv ctr,-4,11,-15,-12,-50,16,-9
Wnt act,-2,3,2,-2,-1,3,·
V-ATPase pHluor,0,-1,-2,1,-1,-1,0
HTR5A ag,1,-2,4,3,-1,2,2
PvdQ inh,-9,-8,-4,-12,-5,-17,-11
CDK5 inh,0.4,-0.8,0.3,-1.0,0.8,0.0,0.3
